# Assay outcomes as filed in PubChem.
# CXXC DNA block: MLL CXXC-DNA interaction inhibition; Potency, µM (titrated, usually from 115 µM), inactives show top-dose activity change, negative = inhibition, usual class: inhibitors; AID 2662; MLL-CXXC / FITC-HOXA9 DNA fluorescence polarization; Q03164; 290,000 compounds, 0.037% hits; active = well fitted inhibition curve with a large enough effect in the polarisation, with a control signal flat, not every such curve was filed as active; inconclusive = small, poorly fitted or top-dose-only effect, or effect the other way, or a change in a side signal; inactive = no such curve, though single readings can be large or run the other way; the % refers to the polarisation; note: potency is the fitted concentration of half-maximal effect
#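 Steps: dispense CXXC domain solution (7 uM) → pin compounds or unlabeled HOX-A9 DNA control → 5 min ambient → add FLSN-HOX-A9 solution (50 nM) → spin → 30 min ambient → fluorescence polarization. Tris pH 7.5/NaCl/DTT/BSA buffer.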
# GALK inh: blocks human galactokinase activity | P51570 | Purified GALK, Kinase-Glo residual ATP luminescence | Potency, µM (titrated, usually from 57.5 µM), for the others: top-dose activity change, negative = inhibition, hits mostly inhibitors | 270,000 compounds, 0.007% hits; note: potency is the fitted concentration of half-maximal effect; % is set by controls: 0 for no effect and ±100 for the full control effect
# Target sequence (P51570 whole entry, looked up): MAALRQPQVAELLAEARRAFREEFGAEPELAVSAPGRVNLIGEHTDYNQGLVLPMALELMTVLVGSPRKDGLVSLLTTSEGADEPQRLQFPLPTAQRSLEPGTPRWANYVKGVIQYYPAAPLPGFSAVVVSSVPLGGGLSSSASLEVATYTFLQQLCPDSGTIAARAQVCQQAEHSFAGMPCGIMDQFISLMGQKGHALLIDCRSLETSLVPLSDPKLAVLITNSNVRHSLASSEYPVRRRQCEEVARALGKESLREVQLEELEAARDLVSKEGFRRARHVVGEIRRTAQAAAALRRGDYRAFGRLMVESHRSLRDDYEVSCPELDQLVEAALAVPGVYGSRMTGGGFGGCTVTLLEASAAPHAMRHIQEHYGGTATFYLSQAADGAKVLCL
#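 Human GALK (5 nM) with 35 uM ATP and 100 uM galactose in 20 mM HEPES pH 8.0, 5 mM MgCl2, 60 mM NaCl, 1 mM DTT, 0.01% BSA. After 1 h at room temperature, leftover ATP was read by Kinase-Glo Plus luminescence.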
# KCNH2 WT inh: inhibitors of human wildtype KCNH2 potassium channel. Q12809. U2OS, BacMam KCNH2, thallium flux FluxOr; hits give low values. activity change, % at 1.84 µM. 340,000 compounds, 0.37% hits;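 active = maximum activity change below -70%; inconclusive = maximum activity change between -70% and -50%; inactive = maximum activity change above -50%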; note: % is set by controls: 0 for no effect and ±100 for the full control effect
#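 U2OS cells transduced with wild-type KCNH2 virus are loaded with FluxOr dye for 45 min, and thallium flux is measured in kinetic reads before and after stimulation buffer. Rate constants are normalized to DMSO controls.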
# A-T KAP1 phos: potential ataxia-telangiectasia treatments restoring KAP-1 phosphorylation; Potency, µM (highest dose often 57.5 µM), without a hit: at the highest dose activation, hits mostly activators; […] A-T fibroblasts, KAP-1 phosphorylation AlphaLISA; neocarzinostatin DNA damage 30 min before lysis; 320,000 compounds, 0.19% hits; note: potency is the fitted concentration of half-maximal effect; % of control where 0% means no effect; nearly all actives have a fitted effect of over 45% in size
#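 hTERT-immortalized A-T patient fibroblasts ([…]), 500 cells/well in OPTI-MEM, 1% FBS, got compounds for 60 min, then NCS for 30 min at 37C. Lysates were then assayed for phospho-KAP-1 by AlphaLISA (anti-pKAP1 donor, anti-KAP1 acceptor beads), 6 hr at 25C.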
# BCR signal inh: blocks chronic active B-cell receptor signaling | ABC-DLBCL IkBa-CBG/CBR reporter, luminescence ratio, 4 h | Potency, µM (highest dose often 46.1 µM), for inactives: top-dose ratio change, negative = lower green/red ratio, actives largely listed as inhibitors | 340,000 compounds, 0.05% hits | AID 493014; active = well fitted inhibition curve with a large enough effect in the signal ratio, with a control signal flat, not every such curve was filed as active; inconclusive = small, poorly fitted or top-dose-only effect, or effect the other way, or a change in a side signal; the % refers to the signal ratio;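 note: potency is the fitted concentration of half-maximal effect; plate controls were basal doxycycline-induced cells for no effect and cells given 10 µM MG132 for full effect; MG132 reads +100%, hits lower the ratio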
#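 TMD8 human ABC-DLBCL cells with doxycycline-inducible IκBα–green luciferase fusion and unfused red luciferase, in 0.5% FBS medium; compounds up to 46 uM, 4 h at 37C. Green/red luminescence ratio, filter-overlap corrected, fitted to concentration-response curves.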
# Tb PFK inh: blocks T. brucei phosphofructokinase; T. brucei PFK, ADP-Glo luminescence; Potency, µM (series often up to 57.5 µM), without a hit: at the highest dose activity, negative = inhibition, actives largely listed as inhibitors; 330,000 compounds, 0.17% hits; AID 485367;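 note: potency is the fitted concentration of half-maximal effect; 0% = uninhibited 1x PFK enzyme wells and -100% = no-enzyme wells; nearly all actives have a fitted effect of over 60% in size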
# Target sequence (O15648 whole entry, looked up): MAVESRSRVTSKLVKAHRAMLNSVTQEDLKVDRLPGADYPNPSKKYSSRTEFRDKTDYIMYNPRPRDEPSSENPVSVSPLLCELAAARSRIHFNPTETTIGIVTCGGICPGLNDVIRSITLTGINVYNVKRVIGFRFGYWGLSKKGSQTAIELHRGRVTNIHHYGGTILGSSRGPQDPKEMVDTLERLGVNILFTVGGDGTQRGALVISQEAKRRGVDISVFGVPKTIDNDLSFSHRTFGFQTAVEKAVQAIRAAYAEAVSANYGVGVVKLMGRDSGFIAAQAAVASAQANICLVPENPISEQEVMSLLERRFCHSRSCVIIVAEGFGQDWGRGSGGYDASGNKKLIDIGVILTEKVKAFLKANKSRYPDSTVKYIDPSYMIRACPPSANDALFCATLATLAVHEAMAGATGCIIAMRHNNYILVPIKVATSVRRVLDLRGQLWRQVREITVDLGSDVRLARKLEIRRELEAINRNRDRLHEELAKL
#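 In TEA buffer at pH 8.0 with 5 mM MgCl2, enzyme (1.25 nM) converted F6P (0.5 mM) and ATP (0.1 mM) for 45 min at room temperature. ADP product was read by luciferase luminescence.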
# TCR activator: activators of T cell receptors; primary human leukocytes, anti-CD3, IL-2 HTRF, 48 h; Potency, µM (series often up to 9.22 µM), inactives show at the highest dose activation of IL-2 secretion, actives largely listed as activators; 330,000 tested, under 10 active; AID 504894; note: % of control where 0% means no effect
#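 Primary human leukocytes receive a-CD3 beads and test compound and are incubated 48 hr. Secreted IL-2 is then assayed by HTRF, measuring 665nm acceptor emission after 320nm excitation of the europium donor.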
# Giardia kill: Giardia lamblia killing | Giardia lamblia trophozoite viability | activity change, % at 7.66 µM, hits read low | 340,000 compounds, 0.15% hits | AID 540267; in the data active = activity change below about -80%; inconclusive = between about -30% and that limit;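 note: parasites exposed to compound for two days anaerobically before the ATP read; % is set by controls: 0 for no effect and ±100 for the full control effect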
#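 Killing of trophozoites was scored by loss of ATP luminescence after a 48 hrs anaerobic exposure to compounds at 37 deg C, using 100 cells per well.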
# TSHR antagonist: human thyrotropin receptor antagonism. AID 504810. TSHR-expressing cells, TSH-stimulated cAMP HTRF, 2 h; hits give low values. activity change, negative = inhibition, % at 11.5 µM. 330,000 compounds, 0.2% hits;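 active = activity change below a set negative limit, meaning inhibition stronger than a set level, cut at about -70% in these data; inconclusive = activity change between two set negative limits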; note: % is set by controls: 0 for no effect and ±100 for the full control effect
#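 Read-out is FRET at 665 nm (cryptate excitation 337 nm) from a cryptate-tagged anti-cAMP antibody, competed by cell cAMP against cAMP-d2. Compounds are tested on freshly harvested TSHR cells challenged with 4nM TSH (EC80) for 2 hours at 37 deg C.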
# Coupling enz: inhibits coupling enzyme system, counter-screen for aldolase hits; AID 2472; 290,000 compounds, 0.67% hits; activity change, negative = inhibition, % at 58.2 µM, hits read low; coupling enzyme system counterscreen, AmpLite Red fluorescence; in the data active = activity change below about -30%; note: % is set by controls: 0 for no effect and ±100 for the full control effect
#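 Compounds tested against the coupling enzymes alone at 57.5 uM final; readout was AmpLite Red fluorescence (525/598 nm) after 20 min at RT.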
# An asterisk follows results filed as active; ? = inconclusive; · = no result given; [ ] = remark or other dose. Unless noted, calls come from the whole dose curve; as a rule, active = well fitted curve in the direction sought with a large enough effect; inconclusive = small, poorly fitted or top-dose-only effect, or another doubt; inactive = no such curve, though single readings can be large; an effect the other way counts as inactive or inconclusive. Outcome played no part in choosing rows; 1.6% or so of the library scored in one or more.
SMILES,CXXC DNA block,GALK inh,KCNH2 WT inh,A-T KAP1 phos,BCR signal inh,Tb PFK inh,TCR activator,Giardia kill,TSHR antagonist,Coupling enz
O=C(CCn1c(=O)c2cccn2c2ccc(F)cc21)NCc1cccc(F)c1,4%,1%,-2,12%,1%,-1%,5%,-9,2,·
Cc1c(OCC(=O)N(C)c2ccccc2)ccc2c3c(c(=O)oc12)CCC3,-4%,5%,4,2%,7%,2%,1%,13,-3,5
O=CN1CCN(S(=O)(=O)c2ccc(S(=O)(=O)NC3CCCCC3)cc2)CC1,0%,8%,3,8%,0%,-1%,-2%,?,14,3
CCN(CC)S(=O)(=O)c1ccc2c(c1)nc(-c1ccccn1)n2C,2%,-1%,-3,2%,14%,0%,-2%,0,7,1
Cc1cc(NC(=O)c2ccc(F)c(S(=O)(=O)N3CCCCC3)c2)no1,-1%,5%,21,11%,8%,-2%,3%,-11,36,0
CC(C)CCOc1ccc(C2(C)NC(=O)N(CN3CCOCC3)C2=O)cc1 (stereo not drawn),-2%,-4%,10,-3%,0%,3%,0%,-21,-10,-2
CC(C)(C)C(=O)Nc1nnc(SCC(=O)NC2CCCCC2)s1,15%,0%,3,-5%,?,5%,-2%,-13,0,1
Cc1ccc(SCCC(=O)NCc2ccccn2)cc1,-3%,4%,-8,4%,12%,-8%,-3%,-4,-4,0
CNC(=O)c1cc(Nc2nnc(C)c3ccccc23)ccc1OC,7%,0%,-6,3%,?,-1%,3%,-19,-3,0
Cc1noc(C)c1S(=O)(=O)Nc1ccc(C(=O)NCCc2ccccc2)cc1,-14%,-1%,2,-3%,9%,0%,3%,11,0,0
COc1ccc(CC(=O)OC(C)CN2CCOCC2)cc1 (stereo not drawn),-3%,-1%,1,-2%,11%,3%,3%,3,2,-5
O=c1c2c(-c3ccccc3)csc2ncn1/N=C/c1cccc([N+](=O)[O-])c1O,1%,-1%,5,-2%,13%,2%,0%,0,8,2
Cc1ccc(S(=O)(=O)CCC(=O)OC(C)C(=O)Nc2ccc(N3CCOCC3)cc2)cc1 (stereo not drawn),·,·,5,-7%,1%,0%,·,0,-22,·
CC(C)(C)c1ccc(NC(=O)CON=C(N)c2ccccc2)cc1,·,·,2,5%,-7%,-8%,-6%,18,11,·
COc1cc(OC)c(C(=O)OCN2C(=O)c3ccccc3C2=O)cc1OC,-6%,-1%,-2,-3%,3%,0%,7%,-30,38,-3
COc1cccc(C(=O)NCCS(=O)(=O)NCc2cccs2)c1,·,·,5,-4%,-18%,-20%,0%,19,19,·
Cn1c(=O)c2ccccc2n(CC(=O)NC2CCCCC2)c1=O,9%,0%,-2,3%,-9%,1%,0%,-16,-7,-2
CC(C)(C)OC(=O)CC1(C#N)c2ccccc2C(Br)=CN1C(=O)c1ccccc1 (stereo not drawn),·,·,0,7%,4%,0%,3%,-12,-10,·
CCOc1ccc(NC(=O)CSc2nnc(C)n2Cc2ccccc2)cc1,-2%,0%,3,-1%,0%,6%,-1%[46.1 µM],12,0,5
Cc1cc(C)cc(NS(=O)(=O)Cc2ccccc2)c1,2%,-5%,-1,-14%,?,1%,4%,-25,-10,4
COc1ccc(/C=N/Nc2nnc(-c3ncc[nH]3)c3ccccc23)cc1,0%,-1%,10,-9%,?,1%,-3%,-6,-20,2
CCN(CC)C(=O)c1csc(Nc2ccc(C)cc2)n1,11%,5%,12,9%,0%,3%,2%,4,2,-2
Cc1c(Cl)cccc1NC(=O)CNC(=O)c1ccc(F)cc1,8%,0%,-8,1%,6%,0%,0%[46.1 µM],16,0,0
Cc1ccccc1C(=O)N1CCC(C(=O)Nc2ccc3c(c2)OCO3)CC1,13%,1%,-2,-7%,0%,-4%,5%,18,12,1
O=C1CCCCC1Sc1nnc(-c2ccc3c(c2)OCO3)o1 (stereo not drawn),-2%,-1%,7,1%,?,-6%,-3%,-29,2,1

# Next section; the last 2 above are carried over.
SMILES,CXXC DNA block,GALK inh,KCNH2 WT inh,A-T KAP1 phos,BCR signal inh,Tb PFK inh,TCR activator,Giardia kill,TSHR antagonist,Coupling enz
Cc1ccccc1C(=O)N1CCC(C(=O)Nc2ccc3c(c2)OCO3)CC1,13%,1%,-2,-7%,0%,-4%,5%,18,12,1
O=C1CCCCC1Sc1nnc(-c2ccc3c(c2)OCO3)o1 (stereo not drawn),-2%,-1%,7,1%,?,-6%,-3%,-29,2,1
Cc1cccc2c1cnn2C(=O)CCC(=O)NC1CCCCC1,·,·,-1,1%,3%,-1%,-19%,13,-9,2
O=C(N/N=C/c1cccc([N+](=O)[O-])c1)c1cc2ccccc2o1,9%,0%,0,0%,0%,19%,-5%[46.1 µM],-16,-2,-1
CCCCNC(=O)c1c[nH]c2ccc(S(=O)(=O)N3CCOCC3)cc2c1=O,5%,0%,5,2%,-3%,-1%,0%,3,-2,1
CCCCS(=O)(=O)C1CCS(=O)(=O)C1 (stereo not drawn),-7%,-4%,-5,·,3%,0%,-6%[46.1 µM],-17,-8,1
CC(NS(=O)(=O)c1c(N)n(C)c(=O)n(C)c1=O)c1ccccc1 (stereo not drawn),-1%,0%,18,8%,4%,-4%,-12%,8,0,·
O=C(Nc1ccccc1Br)C1CCN(C(=O)Cc2ccccc2)CC1,13%,2%,-3,2%,4%,-4%,-2%[46.1 µM],17,12,-1
Cc1ccc(CN(C)c2ccc(S(=O)(=O)N3CCCC3)cn2)cc1,·,·,-6,11%,-4%,-11%,-5%,6,·,·
Nc1nc(SCC(=O)NCCCO)nc2sc3c(c12)CCC3,2%,0%,-1,0%,-1%,-2%,0%,-3,-1,-11
COc1ccc(NC(=O)NNC(=O)CCC(=O)Nc2ccccc2Cl)cc1,-8%,-3%,·,9%,-12%,4%,-5%,9,8,1
Cc1ccc(/C=C/S(=O)(=O)NCCC(=O)NCc2ccc(F)cc2)cc1,·,·,-5,5%,1%,-6%,2%,-14,-11,·
COC(=O)c1sccc1-n1cccc1C(=O)C(=O)N1CCOCC1,10%,0%,0,7%,-1%,-18%,0%,6,16,-1
COCCN1CCN(C(=O)c2cc(COc3ccc(F)cc3F)on2)CC1,-4%,5%,9,12%,0%,-4%,0%,8,-2,1
Cc1cccc(N2CCN(C(=O)c3cccc(N4CCCC4=O)c3)C(C)C2)c1 (stereo not drawn),3%,5%,-4,-2%,?,1%,2%,9,1,·
COc1cccc(CNS(=O)(=O)c2ccc(N3CCCC3=O)cc2)c1,-3%,7%,12,-6%,-7%,1%,4%,-3,0,0
CCOC(=O)[C@H]1[C@H]2COc3ccc(OC)cc3[C@@H]2N2C(=O)CN(Cc3ccccc3)C(=O)[C@@]12C,·,·,-12,11%,?,8%,3%,-10,-8,·
C[C@H](CO)N1C[C@H](C)[C@@H](CN(C)C(=O)Nc2ccc(C(F)(F)F)cc2)Oc2c(NC(=O)Nc3ccc(C(F)(F)F)cc3)cccc2C1=O,·,·,0,5%,?,0%,-4%,-26,-21,·
COc1ccccc1NS(=O)(=O)c1ccc2oc(SC(C)C(=O)N3CCNC3=O)nc2c1 (stereo not drawn),·,·,-5,3%,-9%,-8%,-1%,15,-17,·
S=c1nc(-c2ccccc2Br)[nH][nH]1,1%,-2%,-18,-3%,-24%,-3%,2%[46.1 µM],1,7,1
OCCC1CN(Cc2cccc3nonc23)CCN1C1CCCCC1 (stereo not drawn),1%,1%,16,-3%,?,3%,3%,27,-3,2
Cc1ccc(C(=O)C2CCN(CC(=O)Nc3ccc(N(C)C)cc3)CC2)cc1,2%,6%,24,-7%,-1%,-4%,0%,18,0,0
CCN(CC)C(=O)CSc1nnc(COc2ccccc2)n1N,-4%,-2%,-1,-7%[11.5 µM],5%,-1%,5%,-26,8,4
COc1ccc(-c2nn(CCC#N)cc2/C=N/O)cc1OC,16%,1%,-5,-5%,?,-3%,3%,-22,-5,1
C#CCn1c(S(=O)(=O)Cc2ccc(F)cc2)nc(-c2ccccc2)c1-c1ccccc1,12%,0%,3,0%,8%,-9%,4%,-7,2,-2
CN(C)/C=N/C(=S)Nc1cc(Cl)cc(Cl)c1,-3%,0%,6,5%,-4%,5%,1%,18,29,4
COCCCNc1nc2c(c(=O)n(Cc3ccc(F)cc3)c(=O)n2C)n1C,?,-1%,1,-13%,6%,0%,0%,-3,-4,-4
Cc1ccc(-c2[nH]c(-c3ccccc3)nc2SCC(=O)NCC2CCCO2)cc1 (stereo not drawn),4%,·,-13,1%,-1%,-6%,3%,-27,23,-23
COc1ccc(/C=C2\Oc3cc(OCC(=O)N4CCC[C@H]4C(=O)O)ccc3C2=O)cc1OC,5%,·,1,-7%,14%,-1%,1%,14,-1,-2
O=C(COc1ccc(S(=O)(=O)N2CCCC2)cc1Cl)NC1CCCC1,-1%,0%,-6,2%,?,0%,-3%,13,1,3
CC(=O)c1c(C)c[nH]c1C,2%,2%,-12,2%,-6%,-1%,1%,1,0,0
